Screening data deposited in PubChem BioAssay by several laboratories.
TbMetRS inhib: Trypanosoma brucei MetRS inhibition. purified T. brucei MetRS, ATP depletion, Kinase-Glo luminescence. inhibition, % at 11.9 µM. 0.4% of 360,000 active;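 active means inhibition above a per-plate cutoff of the control wells' mean inhibition plus 3 SD, cut at about 5.5% in these data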;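 further: 0% = DMSO wells median and 100% = median of wells with control inhibitor compound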
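Dosing: 11.9 µM single point; system: parasite MetRS enzyme; technique: luminescence of leftover ATP; times: 15 min enzyme-compound preincubation, 2 h reaction, 10 min detection, 25 °C; replicates: each compound tested once; read-out basis: percent inhibition relative to median high and low control wells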
MsrA inh: inhibits bovine methionine sulfoxide reductase A | purified bovine MsrA, absorbance read-out | inhibition, % at 15.5 µM | 0.75% of 360,000 active | AID 651718; in the data active means inhibition above about 4.5%;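 further: 0% = vehicle wells with enzyme and 100% = reference inhibitor wells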
FAS TE block: inhibitors of human fatty acid synthase thioesterase domain; P49327; recombinant FAS-TE, OMFH fluorogenic substrate, fluorescence endpoint; inhibition, % at 15 µM; 0.67% of 360,000 active; AID 602261;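 active means compounds whose normalised, plate-corrected inhibition of enzyme fluorescence in the single-dose primary screen is 50% or more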;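 further: 0% = DMSO with enzyme and 100% = substrate without enzyme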
Neddylation inh: cullin neddylation inhibition | P61081+Q13564 | TR-FRET cullin neddylation, biochemical | calls only at 25 µM | 0.58% of 360,000 active | AID 651699; in the data active means inhibition above about 36%
eLon inh: inhibits E. coli Lon protease; P0A9M0; 0.42% of 360,000 active; inhibition, % at 7.94 µM; purified E. coli Lon protease, fluorescence polarization; AID 602123; in the data active means inhibition above about 13%, passing the limit was not always enough;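 further: 0% = enzyme with probe and DMSO and 100% = no enzyme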
CSN deneddyl inh: blocks human CSN-mediated cullin deneddylation. Q92905. Purified CSN, SCF-Nedd8-OG deneddylation, fluorescence polarization. inhibition, % at 12.5 µM. 0.38% of 360,000 active. AID 651999;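 active means pattern-corrected inhibition above about 35%, with an unprinted fluorescence ratio check between 0.5 and 1.5, limit read from the data, passing the limit was not always enough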;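 further: 0% = enzyme with substrate and 100% = substrate without enzyme; some results filed as inactive read as strong as hits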
Target sequence (Q92905 whole entry, looked up, one chain of several): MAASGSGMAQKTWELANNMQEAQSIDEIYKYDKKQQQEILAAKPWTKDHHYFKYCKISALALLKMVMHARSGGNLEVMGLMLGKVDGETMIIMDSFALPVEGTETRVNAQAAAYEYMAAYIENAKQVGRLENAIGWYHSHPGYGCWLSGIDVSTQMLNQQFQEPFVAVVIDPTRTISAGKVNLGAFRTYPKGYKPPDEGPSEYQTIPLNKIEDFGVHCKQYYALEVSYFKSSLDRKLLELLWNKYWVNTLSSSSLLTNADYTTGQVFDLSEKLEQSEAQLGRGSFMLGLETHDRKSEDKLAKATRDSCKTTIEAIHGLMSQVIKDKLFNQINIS
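Schedule: reaction 90 min, room temperature / Assay system: HEK293T-derived human Csn5 enzyme / Input: Csn5 at 0.24 nM final / Measure: inhibition of Csn5 cleavage, % / Control set: substrate-only high control, full reaction low control / Technique: fluorescence polarization of the substrate / Buffer or medium: Tris/NaCl/DTT buffer, pH 7.5 / Reagent: SCFSkp2-Nedd8OG substrate at 10 nM final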
MLLE-PAM2 inh: inhibitors of microRNA-mediated deadenylation, human PABP1 MLLE binding; GST-MLLE / FITC-PAM2 fluorescence polarization; 0.36% of 360,000 active; inhibition, % at 20 µM; P11940; in the data active means inhibition above about 35%, passing the limit was not always enough;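 further: plate controls were DMSO wells with GST-MLLE for no effect and wells lacking GST-MLLE protein for full effect; some results filed as inactive read as strong as hits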
Target sequence (P11940 whole entry, looked up): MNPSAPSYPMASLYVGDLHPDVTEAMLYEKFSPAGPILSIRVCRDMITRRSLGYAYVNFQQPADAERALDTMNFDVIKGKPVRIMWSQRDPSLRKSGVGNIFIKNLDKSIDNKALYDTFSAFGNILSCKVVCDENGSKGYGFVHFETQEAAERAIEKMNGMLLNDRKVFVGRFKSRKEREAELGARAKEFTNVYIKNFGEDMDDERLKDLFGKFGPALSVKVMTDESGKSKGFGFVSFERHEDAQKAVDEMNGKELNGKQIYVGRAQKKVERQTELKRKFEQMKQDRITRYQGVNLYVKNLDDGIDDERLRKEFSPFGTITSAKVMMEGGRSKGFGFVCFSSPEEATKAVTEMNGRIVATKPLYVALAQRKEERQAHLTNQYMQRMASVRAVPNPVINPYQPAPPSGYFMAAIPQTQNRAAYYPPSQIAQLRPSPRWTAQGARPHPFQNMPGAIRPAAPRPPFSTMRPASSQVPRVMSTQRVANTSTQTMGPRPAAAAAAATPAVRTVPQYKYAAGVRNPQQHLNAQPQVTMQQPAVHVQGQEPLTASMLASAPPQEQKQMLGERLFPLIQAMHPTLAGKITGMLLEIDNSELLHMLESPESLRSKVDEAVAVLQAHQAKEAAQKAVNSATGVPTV
Rin1 Abl inh: blocks binding of human Rin1 to Abl; P00519+Q13671; TR-FRET Rin1/Abl binding, biochemical; inhibition, % at 7.35 µM; 0.4% of 360,000 active; AID 588664; in the data active means inhibition above about 5%, passing the limit was not always enough
bovine MsrA act: activates bovine MsrA enzyme. purified bovine MsrA, absorbance read-out. activation, % at 10.6 µM. 0.3% of 360,000 active. AID 602163; in the data active means activation above about 7.5%;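 further: 0% = vehicle and 100% = reference activator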
An asterisk follows results filed as active; i = inactive; . = no result given; + = active, no number.

SMILES	TbMetRS inhib	MsrA inh	FAS TE block	Neddylation inh	eLon inh	CSN deneddyl inh	MLLE-PAM2 inh	Rin1 Abl inh	bovine MsrA act
C[C@@H]1CN([C@H](C)CO)C(=O)CCCn2cc(nn2)CO[C@H]1CN(C)C(=O)Nc1ccnc(N2CCOCC2)c1	0.2	-0.7	-6	i	-1	0	1	-1	-2
Cc1cc(C)cc(N(CC(=O)NCc2ccco2)S(=O)(=O)c2ccccc2)c1	0.2	0.5	2	i	-2	1	9	1	-3
CCC(C)NCCC(=O)Nc1ccc(Cl)c(S(=O)(=O)Nc2ccc(Cl)cc2)c1 (stereo not drawn)	0.2	0.2	-2	i	9	-3	7	2	-4
CCc1nnc(NC(=O)COc2ccc([N+](=O)[O-])cc2)s1	-1.2	1.1	-1	i	5	6	18	2	-2
Cc1cc(C)cc(OCC(=O)NC(C)c2ccccc2)c1 (stereo not drawn)	-0.6	-1.0	-3	i	2	3	11	-4	-3
CNc1cncc(C(=O)O)c1	-0.8	0.4	-10	+	-4	4	-24	0	-2
COC(=O)c1ccc(Cn2nnc3c(=O)[nH]c(C4CCCN(S(=O)(=O)c5ccc(C)cc5)C4)nc32)cc1 (stereo not drawn)	-0.6	-1.0	2	i	-3	0	4	0	-2
Cc1ccc(NC(=O)COC(=O)c2ccc(F)cc2Cl)c(Br)c1	0.6	0.6	18	i	-7	-9	-6	-2	-2
Cc1ccc(CNC(=O)c2ccc(N3CCC4(CC3)CC(c3ccccc3)=NO4)c(NC(=O)c3ccccc3)c2)cc1	-0.4	-0.6	28	i	-6	4	-18	3	-4
CN(/N=C/c1c[nH]c2ccccc12)c1cnn(-c2ccc(F)c(Cl)c2)c(=O)c1Cl	-0.2	-1.4	-7	i	5	48*	-92	-5	-2
CN(C)C(/C=C/Nc1ccc(Br)cc1)=C(C#N)C#N	-1.0	0.0	-3	i	-1	1	-2	-2	-2
CCN(c1ccccc1)S(=O)(=O)c1ccc(OC)c(NC(=O)CNCCc2ccccc2)c1	-0.2	0.2	26	i	0	6	1	-1	-6
CCn1cc(C(=O)O)c(=O)c2cc(F)c(N3CCN(C(=S)NC(=O)c4ccc(Br)cc4)CC3)cc21	-0.5	-1.2	5	i	-5	-2	-9	3	-5
COc1ccc(S(=O)(=O)Nc2ccccc2C(=O)N2CCOCC2)cc1OC	-0.6	0.3	-4	i	-9	5	5	1	-1
Nc1nonc1-n1nnc(C(=O)N/N=C/c2cccc(Cl)c2)c1CSc1ccc(Cl)cc1	-0.5	1.7	10	i	2	-1	1	2	-9
Cc1cc(NC(=O)COC(=O)C(C)Oc2ccc(Cl)cc2Cl)no1 (stereo not drawn)	1.4	-0.6	-2	i	1	-7	-2	5	-2
CCN1CC2=C(OC(N)=C(C#N)C2c2cccs2)/C(=C/c2cccs2)C1 (stereo not drawn)	-0.8	1.6	-4	i	-23	18	-31	0	5
Cc1cc(C)cc(NS(=O)(=O)c2csc(C(N)=O)c2)c1	-1.0	1.4	2	i	-5	1	-12	0	-1
CC(C)(C)c1ccc(Cn2nnc3c(=O)[nH]c(C4CCCN(C(=O)c5cccs5)C4)nc32)cc1 (stereo not drawn)	-0.7	-0.9	-24	i	2	1	-13	2	-5
CC(=O)Nc1ccc(SCC(=O)NCC2(N3CCCCC3)CCCCC2)cc1	0.7	0.0	-5	i	-4	-1	12	3	0
COC(=O)[C@@]1(Cc2ccc(F)cc2)[C@H]2C(CC(=O)C(=O)N3CCCC3)C(=O)C[C@H]2CN1C(=O)c1ccccc1 (stereo partly drawn)	-0.8	-0.2	-1	i	-6	0	.	.	2
COc1ccc(-c2ccnc3c(Br)c(C)nn23)cc1	-0.1	0.0	7	i	-5	2	1	0	0
Cc1cc([N+](=O)[O-])c(NCCCCCCO)c([N+](=O)[O-])c1	-0.2	-1.6	0	i	-1	-6	7	-6	-3
Cc1ccc(NC(=O)COC(=O)CCn2c(C)csc2=O)c([N+](=O)[O-])c1	-0.1	0.3	-3	i	9	-2	-9	2	2
CCOC(=O)COc1cc(N)c(Cl)cc1Cl	0.4	-0.8	-3	i	-10	-1	-11	6	-8
COc1ccccc1-c1oc2ccccc2c1C#CCCCCO	0.1	1.3	18	.	1	0	6	3	-1
N#CC1=C(N)NC(SCc2ccc(Cl)cc2)=C(C#N)C12CCCCC2	-0.3	1.2	26	i	-4	5	2	0	-2
COc1cccc(CNC(=O)C2CCCN(S(=O)(=O)c3cccc4nonc34)C2)c1 (stereo not drawn)	0.5	-0.7	-1	i	-3	4	1	0	-2
CCOc1ccc(CN(C)C(=O)c2ccc(NC(=O)CC3SC(N4CCCC4)=NC3=O)cc2)cc1 (stereo not drawn)	-0.9	-0.7	-1	i	3	5	8	10*	-12
COc1cccc2cc(C(C)N(CCCN3CCOCC3)C(=S)Nc3cccc(C)c3C)oc12 (stereo not drawn)	-1.2	1.7	11	i	-3	-2	-87	-1	-8

Three of these compounds, reformatted:
CCN1CC2=C(OC(N)=C(C#N)C2c2cccs2)/C(=C/c2cccs2)C1 (stereo not drawn)
  TbMetRS inhib: -0.8 | MsrA inh: 1.6 | FAS TE block: -4 | Neddylation inh: i | eLon inh: -23 | CSN deneddyl inh: 18 | MLLE-PAM2 inh: -31 | Rin1 Abl inh: 0 | bovine MsrA act: 5

Cc1cc(C)cc(NS(=O)(=O)c2csc(C(N)=O)c2)c1
  TbMetRS inhib: -1.0 | MsrA inh: 1.4 | FAS TE block: 2 | Neddylation inh: i | eLon inh: -5 | CSN deneddyl inh: 1 | MLLE-PAM2 inh: -12 | Rin1 Abl inh: 0 | bovine MsrA act: -1

CC(C)(C)c1ccc(Cn2nnc3c(=O)[nH]c(C4CCCN(C(=O)c5cccs5)C4)nc32)cc1 (stereo not drawn)
  TbMetRS inhib: -0.7 | MsrA inh: -0.9 | FAS TE block: -24 | Neddylation inh: i | eLon inh: 2 | CSN deneddyl inh: 1 | MLLE-PAM2 inh: -13 | Rin1 Abl inh: 2 | bovine MsrA act: -5

(next part)
SMILES	TbMetRS inhib	MsrA inh	FAS TE block	Neddylation inh	eLon inh	CSN deneddyl inh	MLLE-PAM2 inh	Rin1 Abl inh	bovine MsrA act
O=C(NCCc1ccccc1)c1ccc2c(c1)OCCCO2	-0.6	-0.7	-4	i	-9	-1	-115	-1	-1
NC(=O)c1cc(Cl)ccc1OCC(=O)N1CCCc2ccccc21	-0.4	-0.7	2	i	10	0	5	-2	0
NC(=O)CNCCC(c1ccccc1)c1ccccc1	-1.2	0.0	-5	i	-1	-4	7	3	-5
CCOC(=O)C1(Cc2ccc(OC)cc2)CCN(C(=O)C2CCCO2)CC1 (stereo not drawn)	-0.4	-0.9	-4	i	-5	-1	10	4	-4
COc1ccc(CCC(C(O)C(F)(F)F)S(=O)c2ccccc2)cc1 (stereo not drawn)	-0.6	0.8	-4	i	-9	-1	32	-1	1
CN=C1S/C(=C\c2ccc(O)c(OC)c2)C(=O)N1C	-0.3	3.0	-1	i	-35	7	-10	-6	-5
CCn1c(N2CCN(Cc3ccc([N+](=O)[O-])cc3)CC2)nc2ccccc21	-0.1	0.6	6	i	-5	-3	6	-1	-3
COc1ccc(CC2(CO)CCN(Cc3cc4ccccc4o3)CC2)cc1	0.2	-0.4	3	i	-11	1	-23	2	-5
Cc1cccc(NC(=O)CCN2CCCC(C)C2)c1 (stereo not drawn)	-0.3	0.9	-5	i	-2	0	-6	2	-5
CCOc1ccc2[nH]c(=O)c(CN(CCO)C(=O)c3ccc(OC)c(OC)c3)cc2c1	-0.1	0.6	-3	i	-3	-4	-7	-3	-6
O=C(c1cccc(F)c1)N1CCN(S(=O)(=O)Cc2ccccc2)CC1	-0.4	0.1	-6	i	4	0	-7	0	-4
Cc1ccnc2nc(C(=O)OCC(=O)N(C)C3CCCCC3)nn12	-0.5	0.8	-8	i	9	6	10	3	-7
CSc1ncccc1C(=O)OCC(=O)c1cc(C)n(C)c1C	-0.2	1.8	7	i	-9	-2	-21	1	-2
CCOC(=O)c1c(NC(=O)CSc2ncccn2)sc2c1CCN(Cc1ccccc1)C2	-0.6	0.7	15	i	-5	3	7	2	-3
C/C(O)=C(\C#N)c1nc2ccccc2[nH]1	0.1	0.9	-7	i	2	1	-1	-3	0
Cn1cnnc1SCC(=O)Nc1ccc(F)cc1F	-1.0	0.2	-1	i	-2	-19	3	-2	-14
Cc1ccc(S(=O)(=O)N2CCN(C(=O)COC(=O)c3cccnc3Cl)CC2)c(C)c1	-0.3	0.7	2	i	-5	-5	-29	-3	-1
COc1ccc(C(C(=O)c2ccccc2)c2ccccc2)cc1 (stereo not drawn)	0.0	-0.3	.	i	.	-3	.	.	.
Cc1ccc(Cn2c(N3CCN(CCO)CC3)nc3c2c(=O)n(C)c(=O)n3C)cc1	-0.1	0.1	-5	i	-8	2	5	3	-2
Cc1ccc(C(=O)Oc2cccnc2)cc1[N+](=O)[O-]	-0.9	1.1	2	i	2	3	16	3	-9
O=C(CS(=O)(=O)Cc1ccccc1)NCc1ccc2c(c1)OCO2	-0.5	-1.0	-4	i	-3	2	2	2	-2
CCOC(=O)N1CCN(C(=O)C[C@@H]2C[C@@]3(C(=O)OCC)CCCC=C3N(Cc3ccc(Cl)cc3Cl)C2=O)CC1	-0.6	-1.2	11	i	0	1	.	.	-1
O=C(c1ccc(C(=O)N2CCN(c3ccccc3F)CC2)nc1)N1CCN(c2ccccc2F)CC1	-0.5	0.0	2	i	-6	3	5	-2	-2
CCOc1ccc(NC(=O)CSc2nnc(C)n2Cc2ccccc2)cc1	0.3	1.0	-5	i	1	7	12	-1	-1
CCOc1cc(N2CCOCC2)c(OCC)cc1NC(=O)COc1cccc(Cl)c1	-0.1	-0.8	4	i	0	3	-10	-7	0
O=C(c1ccc(S(=O)(=O)Nc2cccc(C(F)(F)F)c2)cc1)N1CCC1	-0.1	-0.6	-4	i	-1	-2	2	2	-5
O=C(CCc1ccccc1)NNC(=O)Nc1ccccc1	0.8	1.5	-1	i	-4	-17	4	-1	-2
CC(C)Oc1ccc(C(=O)NC(=S)Nc2ccc(Cl)c(C(=O)O)c2)cc1	-0.1	0.4	-2	i	-9	1	32	-1	1
Cc1ccc(S(=O)(=O)NCCC(=O)N(C)Cc2cccs2)cc1	-0.6	0.0	-8	i	0	-4	3	2	-2
O=C(CN(C(=O)CCC(=O)Nc1nccs1)c1ccccc1F)NCc1ccc(F)cc1	-0.8	-0.4	3	i	4	-4	10	-4	-5
C=C(C(=O)O)C(CCCCCC)C(=O)O (stereo not drawn)	-1.0	-0.4	1	i	4	-3	18	0	-1
Cc1ccc(NC(C)C(=O)N/N=C/c2c[nH]c3ccccc23)cc1 (stereo not drawn)	-0.3	0.3	1	i	-4	2	-8	4	-4
Cc1ccc(NC(=O)CCc2c(C)nn(-c3ccc(N4CCCCC4)nn3)c2C)cc1	-0.7	-0.3	2	i	-1	-1	-8	-2	-4
O=C(Nc1ccc2nc3n(c(=O)c2c1)CCCCC3)c1ccccn1	-0.3	1.1	-5	i	-7	2	12	0	0
CC(C)c1ccc(S(=O)(=O)N2CCN(CC(=O)c3ccc(O)c(O)c3)CC2)cc1	0.4	3.4	1	i	-3	-4	3	2	-6
Cn1c(CCC(N)=O)nnc1SCC(=O)Nc1ccccc1C(=O)NC1CC1	-0.3	1.7	-8	i	-6	2	6	-1	-3
CC(C)(CNC(=O)c1cc2ccccc2o1)N1CCOCC1	-0.2	0.1	-8	i	-5	-6	-77	4	-1
CC(C)NC(=O)C1(C)CN(S(C)(=O)=O)CC(=O)N1C1CC1 (stereo not drawn)	-0.4	-0.5	.	i	.	-1	.	.	.
O=C(NCc1cccc(F)c1)C1CCC(=O)N(C2CC2)C1 (stereo not drawn)	0.0	-0.6	0	i	-8	-3	10	2	-4

No enrichment for hits, and some 4% of all compounds hit somewhere here.
